STAT3 activator – increases IL-6 driven STAT3 reporter signal; activation (% of control), % at 5.6 µM; actives 0.91% (n = 190,000); U3A cells, IL-6 STAT3-luciferase reporter, luminescence; 100% = signal with IL-6 EC80 alone; AID 871;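 active = activation above the screen-wide mean of compound activation plus 3 SD, cut at about 130% in these data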;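 note: 0% = background luminescence of wells with medium and substrate only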
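Material: human U3A cells carrying STAT3-luciferase construct. Measured by: reporter luminescence signal. Timing: compound 1 h, then IL-6 6 h at 37 °C.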
APP transl inh – APP translation inhibition; SH-SY5Y APP 5'UTR-luciferase reporter, luminescence; inhibition, % at 2 µM; actives 0.82% (n = 190,000); AID 1285;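 active = inhibition above a set limit, derived from the sample mean plus 3 SD, cut at about 45% in these data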; note: values of inactives mirror those of a sister screen read the other way
STAT3 inh – inhibitors of IL-6 induced STAT3 signaling; U3A cells, IL-6 STAT3-luciferase reporter, luminescence; host cell line lacks STAT1; inhibition, % at 5.5 µM; AID 862; actives 0.89% (n = 190,000);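 active = inhibition above the mean inhibition across all screened compounds plus 3 SD, cut at about 44% in these data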;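 note: 0% = DMSO only wells and 100% = 100 µM nifuroxazide control wells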
Hsp70 activator – switches on Hsp70 transcription; HeLa Hsp70 promoter luciferase reporter, luminescence; scaled: vehicle 0, proteasome-inhibitor control 100%; activation, % at 10 µM; actives 0.04% (n = 200,000); AID 1203;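 active = activation above the mean across all tested compounds plus 3 SD, cutoff set per campaign, cut at about 5.5% in these data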;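 note: 100% = MG132 at 30 µM as the positive control and 0% = DMSO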
Diaph inh CS – inhibits diaphorase or chemically oxidizes, flagging diaphorase assay artifacts; diaphorase resazurin-to-resorufin fluorescence, NADH, 16 min; bacterial (C. kluyveri) enzyme, not human; inhibition, % at 20 µM; actives 0.69% (n = 190,000);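 active = primary screen inhibition at 20 µM above a set limit, cut at about 50% in these data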;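 note: plate controls were DMSO with full reaction for no effect and wells lacking NADH for full effect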
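System: Bacterial diaphorase enzyme (C. kluyveri) | Incubation: 16-min room-temperature incubation before reading | Benchmarks: No-NADH positive control and DMSO neutral control | Measured by: Resorufin fluorescence 544/590 nm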
STAT1 blocker – STAT1 signaling inhibition; NIH 3T3 STAT1-luciferase reporter, IFN-gamma, luminescence; inhibition, % at 5.5 µM; actives 0.35% (n = 200,000); AID 920;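 active = inhibition above a set limit, the mean inhibition across all tested compounds plus 3 SD, cut at about 34% in these data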;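 note: 0% = IFN-gamma with DMSO and 100% = IFN-gamma with 300 µM nifuroxazide; values of inactives mirror those of a sister screen read the other way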
Diaphorase act – diaphorase activation or chemical reduction counter-screen; Diaphorase/resazurin coupled assay, resorufin fluorescence, 16 min; stronger effect = higher value; 1 = vehicle wells, 0 = NADH-free wells; activation factor at 20 µM; actives 0.005% (n = 190,000);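 active = diaphorase activity raised at least twofold by the compound at 20 µM; inactive = activation factor below 2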
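Assay system: bacterial diaphorase enzyme (C. kluyveri) / Input: enzyme 0.07 U/mL final / Medium: 50 mM HEPES pH 7.4 with 4.542 mM MgCl2, 0.005% Tween 20 / Doses: single compound dose of 20 µM, 1% DMSO final / Incubation: 16 min enzyme reaction, ambient temperature / Signal: fluorescence, excitation 544 nm and emission 590 nm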
G6PDH CS – counter-screen for G6PDH assay hits: L. mesenteroides G6PDH inhibition; Purified L. mesenteroides G6PDH, diaphorase/resazurin coupled fluorescence, 45 min; inhibition, % at 5 µM; actives 0.12% (n = 200,000); in the data active = inhibition above about 50%
TLR4-MyD88 BLA – TLR4-MyD88 interaction inhibition in cells | O00206+Q99836 | HeLa CL3-4 TLR4/MyD88 BLA complementation, FRET ratio | inhibition, % at 8.4 µM | actives 0.18% (n = 200,000) | AID 861; in the data active = inhibition above about 25%;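 note: 0% = vehicle and 100% = reference inhibitor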
Target sequence (O00206 whole entry, looked up): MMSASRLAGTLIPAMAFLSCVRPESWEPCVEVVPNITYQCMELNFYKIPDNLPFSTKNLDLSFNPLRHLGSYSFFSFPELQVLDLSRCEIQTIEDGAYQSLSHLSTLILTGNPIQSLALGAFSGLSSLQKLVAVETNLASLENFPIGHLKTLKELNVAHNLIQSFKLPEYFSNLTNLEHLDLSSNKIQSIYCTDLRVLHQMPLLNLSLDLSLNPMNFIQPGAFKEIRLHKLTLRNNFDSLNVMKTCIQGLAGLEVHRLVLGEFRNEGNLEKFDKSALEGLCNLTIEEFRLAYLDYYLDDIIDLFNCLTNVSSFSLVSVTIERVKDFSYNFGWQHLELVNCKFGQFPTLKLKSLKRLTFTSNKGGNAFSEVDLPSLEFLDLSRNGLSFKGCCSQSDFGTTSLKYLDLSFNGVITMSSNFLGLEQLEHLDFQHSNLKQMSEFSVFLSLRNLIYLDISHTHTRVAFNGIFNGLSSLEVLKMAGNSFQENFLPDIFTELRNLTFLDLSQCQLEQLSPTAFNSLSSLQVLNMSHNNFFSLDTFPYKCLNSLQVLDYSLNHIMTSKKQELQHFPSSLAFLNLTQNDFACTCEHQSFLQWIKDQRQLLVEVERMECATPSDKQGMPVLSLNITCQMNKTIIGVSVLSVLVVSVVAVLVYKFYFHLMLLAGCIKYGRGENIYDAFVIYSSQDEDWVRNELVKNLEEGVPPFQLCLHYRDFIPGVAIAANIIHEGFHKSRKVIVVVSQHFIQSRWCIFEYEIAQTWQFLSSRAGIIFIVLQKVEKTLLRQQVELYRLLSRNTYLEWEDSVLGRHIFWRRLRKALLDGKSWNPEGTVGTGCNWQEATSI
Target sequence (Q99836 whole entry, looked up): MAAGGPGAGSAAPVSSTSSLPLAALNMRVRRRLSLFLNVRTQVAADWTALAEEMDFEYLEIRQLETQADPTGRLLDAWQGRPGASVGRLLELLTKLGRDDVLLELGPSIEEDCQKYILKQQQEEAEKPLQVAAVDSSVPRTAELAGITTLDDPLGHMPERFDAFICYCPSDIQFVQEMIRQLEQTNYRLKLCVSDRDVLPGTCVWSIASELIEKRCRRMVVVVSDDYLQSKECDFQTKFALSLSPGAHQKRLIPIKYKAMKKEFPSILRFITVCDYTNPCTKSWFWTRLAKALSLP
STAT1 act – increases IFN-gamma driven STAT1 reporter signal | NIH 3T3 STAT1-luciferase reporter, luminescence; 100% = IFN-gamma alone, no compound | activation (% of control), % at 5.5 µM | actives 2.6% (n = 200,000);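 active = activation above the screen-wide mean activation plus 3 SD, cut at about 130% in these data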;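 note: raw ratio to IFN-gamma control signal so 100% means no change and 0% no light; values of inactives mirror those of a sister screen read the other way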
Numbers without * were called inactive.

For Cc1ccc(NC(=O)c2cc(S(=O)(=O)Nc3ccc(C)cc3)cs2)cc1 the results were STAT3 activator 89.7, APP transl inh 2.8, STAT3 inh 21.9, Hsp70 activator -0.4, STAT1 blocker 2.3, TLR4-MyD88 BLA -11.5 and STAT1 act 97.9.
`CCOC(=O)Cn1c(C)cc(=O)c2cccc(C)c21` gave STAT3 activator 100.7, APP transl inh -0.4, STAT3 inh 2.0, Hsp70 activator -0.2, Diaph inh CS 8.0, STAT1 blocker -4.8, Diaphorase act 0.9, G6PDH CS -1.8, TLR4-MyD88 BLA -3.8 and STAT1 act 104.4.
CCN(CC)C(=O)C(=O)Nc1cccc(Br)c1 was read as STAT3 activator 109.7, APP transl inh -22.6, STAT3 inh -4.4, Hsp70 activator -0.2, Diaph inh CS 15.5, STAT1 blocker -34.4, Diaphorase act 0.8, G6PDH CS 0.3, TLR4-MyD88 BLA 11.8 and STAT1 act 129.2*.
For Cc1cnc(C)c(N2CCC(C(=O)NCc3ccco3)CC2)n1 the results were STAT3 activator 104.6, APP transl inh -0.5, STAT3 inh -1.5, Hsp70 activator -0.2, Diaph inh CS 15.6, STAT1 blocker -4.7, Diaphorase act 0.8, G6PDH CS -0.7, TLR4-MyD88 BLA 9.2 and STAT1 act 104.3.
Screening O=C(COc1ccc(/C=N/NS(=O)(=O)c2ccccc2)cc1)Nc1cccc(Cl)c1 returned STAT3 activator 102.2, APP transl inh -9.1, STAT3 inh 8.8, Hsp70 activator -0.2, Diaph inh CS 25.9, STAT1 blocker -3.7, Diaphorase act 0.7, G6PDH CS 2.1, TLR4-MyD88 BLA 4.2 and STAT1 act 103.3.
`O=C1c2ccccc2CC1(Cc1ccccc1)Cc1ccccc1` gave STAT3 activator 102.0, APP transl inh 0.9, STAT3 inh -0.2, Hsp70 activator 0.0, Diaph inh CS 16.8, STAT1 blocker 5.5, Diaphorase act 0.8, G6PDH CS 2.5, TLR4-MyD88 BLA -15.9 and STAT1 act 92.1.
Screening NC(=O)c1ccc[n+](CC(=O)c2ccc(Br)cc2)c1 returned STAT3 activator 90.8, APP transl inh -12.5, STAT3 inh 17.9, Hsp70 activator 0.2, Diaph inh CS 17.8, STAT1 blocker -3.8, Diaphorase act 0.8, G6PDH CS 3.2, TLR4-MyD88 BLA 11.2 and STAT1 act 103.2.
For O=C(O/N=C(\c1ccccc1)c1ccccn1)c1cccc2ccccc12 the results were STAT3 activator 102.5, APP transl inh -7.0, STAT3 inh -4.1, Hsp70 activator -0.2, Diaph inh CS 19.3, STAT1 blocker -0.1, Diaphorase act 0.8, G6PDH CS 0.4, TLR4-MyD88 BLA -4.9 and STAT1 act 100.1.
`COC(=O)c1ccc(Nc2cc(C)nc(-c3ccccc3O)n2)cc1` gave STAT3 activator 91.4, APP transl inh 29.9, STAT3 inh 16.2, Hsp70 activator 0.2, Diaph inh CS 13.4, STAT1 blocker -12.9, Diaphorase act 0.9, G6PDH CS -45.3, TLR4-MyD88 BLA -5.9 and STAT1 act 112.7.
For Cc1cccc(C(=O)O/N=C2/CC3CCC2(C)C3(C)C)c1 (configuration not stated) the results were STAT3 activator 101.7, APP transl inh -36.4, STAT3 inh 1.3, Hsp70 activator 0.1, Diaph inh CS 8.2, STAT1 blocker -4.4, Diaphorase act 0.9, G6PDH CS 11.7, TLR4-MyD88 BLA -0.9 and STAT1 act 107.4.
Screening Cc1ccccc1C(=O)NC1CC(C)(C)NC(C)(C)C1 returned STAT3 activator 100.9, APP transl inh 10.6, STAT3 inh 3.0, Hsp70 activator -0.3, STAT1 blocker -3.8, TLR4-MyD88 BLA -5.1 and STAT1 act 103.5.
`Cn1c(-c2ccc3c(c2)OCO3)cnc1NCc1cccc(O)c1` gave STAT3 activator 98.3, APP transl inh -32.5, STAT3 inh 8.9, Hsp70 activator -0.2, Diaph inh CS 6.9, STAT1 blocker -8.1, Diaphorase act 0.9, G6PDH CS 13.3, TLR4-MyD88 BLA -7.3 and STAT1 act 105.6.

Filtered by structure: the compounds so far with bromine.
CCN(CC)C(=O)C(=O)Nc1cccc(Br)c1 was read as STAT3 activator 109.7, APP transl inh -22.6, STAT3 inh -4.4, Hsp70 activator -0.2, Diaph inh CS 15.5, STAT1 blocker -34.4, Diaphorase act 0.8, G6PDH CS 0.3, TLR4-MyD88 BLA 11.8 and STAT1 act 129.2*.
Screening NC(=O)c1ccc[n+](CC(=O)c2ccc(Br)cc2)c1 returned STAT3 activator 90.8, APP transl inh -12.5, STAT3 inh 17.9, Hsp70 activator 0.2, Diaph inh CS 17.8, STAT1 blocker -3.8, Diaphorase act 0.8, G6PDH CS 3.2, TLR4-MyD88 BLA 11.2 and STAT1 act 103.2.

Next section:
`CCN(CC)C(=O)CSc1nc2ccc(NC(=O)CSc3nccn3C)cc2s1` gave STAT3 activator 90.4, APP transl inh -22.6, STAT3 inh 14.4, Hsp70 activator -0.2, Diaph inh CS 12.9, STAT1 blocker 2.0, Diaphorase act 0.9, G6PDH CS 1.9, TLR4-MyD88 BLA -5.3 and STAT1 act 98.2.
`CCCn1nnnc1NCc1ccc(F)cc1` gave STAT3 activator 101.4, APP transl inh -5.2, STAT3 inh 2.8, Hsp70 activator -0.4, Diaph inh CS -3.9, STAT1 blocker -7.7, Diaphorase act 1, G6PDH CS 4.7, TLR4-MyD88 BLA -1.1 and STAT1 act 105.5.
Screening CC(=O)c1cccc(NC(=O)NCCS(C)=O)c1 (configuration not stated) returned STAT3 activator 105.3, APP transl inh -19.3, STAT3 inh 3.9, Hsp70 activator -0.4, Diaph inh CS 18.2, STAT1 blocker -2.3, Diaphorase act 0.8, G6PDH CS -4.5, TLR4-MyD88 BLA 5.0 and STAT1 act 102.1.
`N#CC(C#N)=C1C=C2C=C(N3CCOCC3)CCC2CC1` (configuration not stated) gave STAT3 activator 85.8, APP transl inh 7.9, STAT3 inh 23.4, Hsp70 activator 0.0, Diaph inh CS 27.0, STAT1 blocker -3.5, Diaphorase act 0.7, G6PDH CS 9.9, TLR4-MyD88 BLA -4.3 and STAT1 act 103.0.
Screening O=C(c1ccco1)N1CCCN(Cc2nc(-c3cccs3)no2)CC1 returned STAT3 activator 105.1, APP transl inh -15.9, STAT3 inh -3.6, Hsp70 activator -0.3, Diaph inh CS -1.9, STAT1 blocker -0.6, Diaphorase act 1, G6PDH CS 15.3, TLR4-MyD88 BLA 0.6 and STAT1 act 98.8.
Screening CC(=O)c1ccc(NC(=O)C(Cc2ccccc2)NC(=O)c2ccco2)cc1 (configuration not stated) returned STAT3 activator 92.0, APP transl inh -19.8, STAT3 inh 12.6, Hsp70 activator -0.2, Diaph inh CS 1.6, STAT1 blocker -0.8, Diaphorase act 1, G6PDH CS -1.3, TLR4-MyD88 BLA 16.2 and STAT1 act 100.7.
CCC1(C)Cc2ccccc2-c2[nH][nH]c(=O)c21 (configuration not stated) was read as STAT3 activator 94.7, APP transl inh 8.5, STAT3 inh 16.8, Hsp70 activator 0.2, Diaph inh CS 20.9, STAT1 blocker -1.2, Diaphorase act 0.8, G6PDH CS 1.6, TLR4-MyD88 BLA -2.2 and STAT1 act 100.2.
Cc1c(N(C(=O)c2ccccn2)C2(C(=O)NC3CCCCC3)CCCCC2)c(=O)n(-c2ccccc2)n1C was read as STAT3 activator 98.1, APP transl inh -4.2, STAT3 inh 13.5, Hsp70 activator -0.1, Diaph inh CS 16.1, STAT1 blocker -3.7, Diaphorase act 0.8, G6PDH CS -2.1, TLR4-MyD88 BLA -4.2 and STAT1 act 102.7.
CCOC(=O)CNC(=O)Nc1cccc(Cl)c1C was read as STAT3 activator 101.6, APP transl inh -13.6, STAT3 inh 1.6, Hsp70 activator -0.3, Diaph inh CS 8.2, STAT1 blocker 18.7, Diaphorase act 0.9, G6PDH CS -5.2, TLR4-MyD88 BLA -9.7 and STAT1 act 82.8.
For O=C(Cc1ccccc1)N1CCCC(c2nc(-c3cccs3)no2)C1 (configuration not stated) the results were STAT3 activator 98.6, APP transl inh -10.2, STAT3 inh 5.8, Hsp70 activator -0.3, Diaph inh CS 15.9, STAT1 blocker -3.6, Diaphorase act 0.8, G6PDH CS -18.1, TLR4-MyD88 BLA 8.1 and STAT1 act 103.3.
`CSc1nc2cc(F)c(F)cc2n1C` gave STAT3 activator 87.8, APP transl inh -1.9, STAT3 inh 19.3, Hsp70 activator -0.1, Diaph inh CS 6.8, STAT1 blocker 0.3, Diaphorase act 0.9, G6PDH CS -10.4, TLR4-MyD88 BLA 1.2 and STAT1 act 99.8.
Screening Cc1ccc(S(=O)(=O)NC2=NCCCCC2)cc1 returned STAT3 activator 85.7, APP transl inh -9.0, STAT3 inh 15.7, Hsp70 activator -0.3, Diaph inh CS 3.6, STAT1 blocker 3.4, Diaphorase act 1, G6PDH CS -7.1, TLR4-MyD88 BLA -11.0 and STAT1 act 96.9.
`O=C(CSc1ccc(Cl)cc1)Nc1cc(-c2nc3ncccc3o2)ccc1Cl` gave STAT3 activator 85.2, APP transl inh 14.3, STAT3 inh 16.3, Hsp70 activator -0.1, Diaph inh CS 4.5, STAT1 blocker -4.6, Diaphorase act 1, G6PDH CS -4.9, TLR4-MyD88 BLA -4.5 and STAT1 act 104.2.
Screening CCOC(=O)c1ccc(NC(=S)NNC(=O)COC)cc1 returned STAT3 activator 103.0, APP transl inh 21.1, STAT3 inh -6.0, Hsp70 activator 0.2, Diaph inh CS 7.8, STAT1 blocker -5.2, Diaphorase act 0.9, G6PDH CS 12.2, TLR4-MyD88 BLA 4.9 and STAT1 act 104.7.
COc1cc(C(=O)N/N=C2\CCS(=O)(=O)c3ccc(F)cc32)cc(OC)c1OC was read as STAT3 activator 92.2, APP transl inh -15.7, STAT3 inh 10.6, Hsp70 activator -0.1, Diaph inh CS 5.6, STAT1 blocker -0.2, Diaphorase act 0.9, G6PDH CS -0.7, TLR4-MyD88 BLA -1.0 and STAT1 act 99.7.
For CC(=O)/C(=N\Nc1ccc(Cl)cc1Cl)Sc1cccc2cccnc12 the results were STAT3 activator 98.2, APP transl inh 28.4, STAT3 inh -0.4, Hsp70 activator -0.3, Diaph inh CS 11.1, STAT1 blocker 4.0, Diaphorase act 0.9, G6PDH CS -18.0, TLR4-MyD88 BLA -15.0 and STAT1 act 96.5.
For COc1ccc(C(=O)NNC(=O)CSc2ccccc2)cc1 the results were STAT3 activator 99.1, APP transl inh -10.3, STAT3 inh 6.7, Hsp70 activator 0.0, Diaph inh CS -1.4, STAT1 blocker -8.4, Diaphorase act 1, G6PDH CS 9.8, TLR4-MyD88 BLA -7.5 and STAT1 act 105.5.
For Cc1ccc(S(=O)(=O)N=Nc2c(O)[nH]c3ccccc23)cc1 the results were STAT3 activator 117.4, APP transl inh -16.8, STAT3 inh -20.5, Hsp70 activator -0.2, Diaph inh CS -18.6, STAT1 blocker 8.6, Diaphorase act 1.2, G6PDH CS -11.9, TLR4-MyD88 BLA -3.9 and STAT1 act 92.2.
